mIAP activ: increases mouse intestinal alkaline phosphatase activity. muIAP, CDP-Star luminescence, 30 min; stronger effect = higher value; 1 = vehicle-only enzyme signal, 0 = enzyme-free wells. activation factor at 10 µM. actives 0.24% (n = 330,000);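 active = activation factor of at least 2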; also: the source names both 10 and 20 µM as test concentration; values of inactives mirror those of a sister screen read the other way
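Assay system: mouse IAP enzyme; Reagent: CDP-Star chemiluminescent phosphatase substrate; Compound: DMSO-dissolved test compounds; Incubation: 30 min, room temperature; Technique: luminescence from enzymatic CDP-Star hydrolysis; Controls: DMSO-only wells and no-enzyme negative control.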
mIAP inh: mouse IAP inhibition. purified mouse IAP, CDP-Star luminescence, 30 min. inhibition, % at 10 µM. actives 0.2% (n = 330,000). AID 2806;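 active = inhibition of at least 40% at 10 µM in the primary screen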;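 also: plate controls were DMSO with enzyme for no effect and no enzyme wells for full effect; values of inactives mirror those of a sister screen read the other way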
hIAP activ: increases human intestinal alkaline phosphatase activity. purified human IAP, CDP-Star luminescence, 30 min; stronger effect = higher value; 1 = vehicle-only enzyme, 0 = enzyme-free background. activation factor at 10 µM. actives 0.16% (n = 330,000). P09923. AID 2524;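 active = activation factor of the enzyme at least 2-fold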; also: the source names both 10 and 20 µM as test concentration; values of inactives mirror those of a sister screen read the other way
Target sequence (P09923 whole entry, looked up): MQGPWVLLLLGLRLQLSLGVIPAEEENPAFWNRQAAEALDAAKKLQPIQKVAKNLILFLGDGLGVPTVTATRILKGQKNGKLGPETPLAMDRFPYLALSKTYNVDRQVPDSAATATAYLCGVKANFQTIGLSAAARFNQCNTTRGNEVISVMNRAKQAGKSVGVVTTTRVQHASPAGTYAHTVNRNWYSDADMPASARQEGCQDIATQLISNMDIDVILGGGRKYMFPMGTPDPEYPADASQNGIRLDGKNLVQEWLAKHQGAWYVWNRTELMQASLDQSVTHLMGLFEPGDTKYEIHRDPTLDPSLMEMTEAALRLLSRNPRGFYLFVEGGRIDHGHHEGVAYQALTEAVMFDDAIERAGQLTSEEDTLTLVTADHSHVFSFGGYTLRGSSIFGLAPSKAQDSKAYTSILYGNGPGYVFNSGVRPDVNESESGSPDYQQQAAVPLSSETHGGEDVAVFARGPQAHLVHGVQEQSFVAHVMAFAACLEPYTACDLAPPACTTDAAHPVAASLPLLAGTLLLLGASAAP
hIAP inh: human IAP inhibition; inhibition, % at 10 µM; AID 2544; P09923; purified IAP, CDP-Star luminescence, 30 min; actives 0.12% (n = 330,000);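 active = inhibition reaching a set limit with compound at 10 µM in the primary screen, cut at about 35% in these data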;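 also: plate controls were DMSO wells with enzyme for no effect and no-enzyme buffer wells for full effect; values of inactives mirror those of a sister screen read the other way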
APOBEC3A inh: inhibitors of human APOBEC3A DNA deaminase. inhibition, % at 20 µM. recombinant A3A, FAM/TAMRA ssDNA deamination fluorescence. AID 493011. P31941. actives 0.41% (n = 330,000);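 active = at least 40% inhibition at 20 µM here, with at most 30% in a related deaminase screen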;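 also: plate controls were A3A with DMSO for no effect and wells lacking A3A enzyme for full effect; some results filed as inactive read as strong as hits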
Target sequence (P31941 whole entry, looked up): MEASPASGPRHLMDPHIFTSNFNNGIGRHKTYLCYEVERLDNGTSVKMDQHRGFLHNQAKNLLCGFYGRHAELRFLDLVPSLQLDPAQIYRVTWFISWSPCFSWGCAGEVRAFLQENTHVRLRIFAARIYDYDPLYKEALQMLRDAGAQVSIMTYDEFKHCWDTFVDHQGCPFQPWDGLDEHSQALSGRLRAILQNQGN
NALP3 yeast inh: blocks the NALP3 inflammasome reconstituted in yeast | Yeast reconstituted NLRP3/ASC/caspase-1, beta-gal luminescence, 24 h | actives 0.39% (n = 330,000) | inhibition, % at 10 µM;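 active = inhibition of 50% or more; inactive = inhibition below 50%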;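 also: plate controls were induced DMSO wells for no effect and uninduced yeast grown without galactose for full effect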
MIN6 prolif: induces beta-cell replication in MIN6 cells. MIN6 cells proliferation, ATPlite luminescence, 48 h; cells starved in 0.2% serum; 100% = growth in 10% serum. actives 0.29% (n = 330,000). AID 2380. proliferation, % at 10 µM;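 active = compounds whose signal lies at least 3.5 SD above the mean of all wells on their plate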;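 also: 0% = DMSO-treated cells in low-serum medium and 100% = 10% serum control; some compounds called inactive have numbers as strong as hits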
SENP1 inh: blocks the human SENP1 SUMO protease catalytic domain; Q9P0U3; recombinant SENP1 catalytic domain, CyPet-SUMO1-YPet FRET cleavage; inhibition, % at 10 µM; actives 0.21% (n = 360,000);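 active = inhibition at least 30% at 10 µM, raw YFP signal under a set limit, fluorescence ratio 0.5 to 1.5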;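 also: 0% = enzyme with DMSO and 100% = no enzyme wells; some results filed as inactive read as strong as hits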
Target sequence (Q9P0U3 419-644 limits assumed): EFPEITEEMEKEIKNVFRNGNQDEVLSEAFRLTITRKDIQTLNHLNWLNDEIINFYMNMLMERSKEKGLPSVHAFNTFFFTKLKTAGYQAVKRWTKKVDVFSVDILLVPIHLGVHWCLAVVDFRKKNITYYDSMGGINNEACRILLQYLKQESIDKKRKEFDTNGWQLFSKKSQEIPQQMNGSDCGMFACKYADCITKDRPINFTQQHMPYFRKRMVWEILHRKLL
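Material: hSENP1 catalytic domain, recombinant; medium: Tris pH 8 with BME, BSA, NP40 and catalase; compound: single concentration of 10 µM compound, 0.5% DMSO final; technique: FRET read of cyan and yellow fluorescence; timing: 50 min enzyme reaction, room temperature, light-protected; reagent: SFCypet-SUMO1-SFYpet substrate at 25 nM; control set: no-enzyme low, enzyme-DMSO high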
APOBEC3G inh: APOBEC3G (human) deaminase inhibition; recombinant A3G, ssDNA deamination FAM/TAMRA fluorescence; inhibition, % at 20 µM; actives 0.28% (n = 330,000);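 active = inhibition of at least 40% at 20 µM, with no more than 30% in the related APOBEC3A deaminase screen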;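 also: plate controls were DMSO wells with A3G for no effect and wells lacking A3G enzyme for full effect; some compounds called inactive have numbers as strong as hits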
* hit, by the source's call; . = no result given. An excerpt. The share of hits here may be higher or lower than overall.

smiles	mIAP activ	mIAP inh	hIAP activ	hIAP inh	APOBEC3A inh	NALP3 yeast inh	MIN6 prolif	SENP1 inh	APOBEC3G inh
CCCCC(=O)N/N=C/c1c(O)n(-c2ccccc2)c(=O)[nH]c1=O	0.94	6	1.1	-8	-4	16	1	-1	-6
COc1ccc(NC(=O)N2CCC3(CC2)OCCO3)cc1	0.97	3	1.3	-32	-1	18	-3	1	1
CCOP(=O)(OCC)C(NC(=O)c1ccccc1)=C(Cl)Cl	1	-4	0.97	3	0	-7	-2	-2	1
COc1ccccc1OCCCn1cc(C(C)=O)c2ccccc21	0.89	11	0.91	9	4	9	0	2	-2
CN1CCN(c2ccc([N+](=O)[O-])c(Sc3nncn3C)c2)CC1	0.99	1	1	-2	0	6	3	3	-4
CC(=O)Nc1cc([As](=O)(O)O)ccc1O	1	-1	0.85	15	-7	5	3	0	-7
CSc1ncc(CN2CCCC(C(=O)c3sccc3C)C2)cn1 (centres undefined)	0.84	16	1.1	-10	1	26	-3	0	-5
CCN(CC)S(=O)(=O)c1cc(NC(=O)C(C)N2CC=C(c3ccccc3)CC2)ccc1C (centres undefined)	1.2	-16	0.93	7	0	4	0	-1	-9
COCCCn1c(N)c(C(=O)OCCOC)c2nc3ccccc3nc21	1	-1	1.1	-5	-2	15	-2	-108	3
COC(=O)[C@@H]1C[C@@]1(C)[C@@H](NP(=O)(c1ccccc1)c1ccccc1)c1ccccc1	1.1	-6	0.93	7	-2	9	1	-1	0
Cc1nc2cc([N+](=O)[O-])ccc2c(=O)n1-c1ccccc1[N+](=O)[O-]	0.85	15	0.77	23	2	35	0	3	-6
O=C(O)c1cc2ccccc2oc1=O	0.9	10	1.2	-17	-3	9	-2	0	-6
CCCCCCn1c(O)c(C=Nc2ccccc2N2CCOCC2)c(=O)[nH]c1=S	0.9	10	1.3	-33	-4	-14	-3	30	-10
Cc1cccc(CN2CCN(CC(=O)N3CCC4(CC3)OCCO4)C2=O)c1	1.1	-11	0.97	3	1	10	-2	4	-4
Clc1ccccc1CNC1CN2CCC1CC2 (centres undefined)	1.1	-7	0.91	9	-5	-9	-2	3	-9
COc1ccc(-n2c(Cc3ccccc3)nc3ccccc3c2=O)cc1	0.97	3	0.81	18	-2	19	3	-1	-6
Nc1ccnn1C1CCNCC1	0.96	4	0.94	6	-1	10	1	1	-5
CCOC(=O)c1nsnc1NCCCl	0.96	4	0.93	7	3	-19	-4	-2	-8
COc1cc(OC)c(OC)cc1C=O	1	-5	1	-2	3	15	4	-2	-2
O=C(CCc1nnc2ccc(NCc3ccccc3Cl)nn12)N1CCC2(CC1)OCCO2	1	-4	1	-2	-5	-5	3	-4	-8

Entries listed so far that have sulfur, in the order listed:
smiles	mIAP activ	mIAP inh	hIAP activ	hIAP inh	APOBEC3A inh	NALP3 yeast inh	MIN6 prolif	SENP1 inh	APOBEC3G inh
CN1CCN(c2ccc([N+](=O)[O-])c(Sc3nncn3C)c2)CC1	0.99	1	1	-2	0	6	3	3	-4
CSc1ncc(CN2CCCC(C(=O)c3sccc3C)C2)cn1 (centres undefined)	0.84	16	1.1	-10	1	26	-3	0	-5
CCN(CC)S(=O)(=O)c1cc(NC(=O)C(C)N2CC=C(c3ccccc3)CC2)ccc1C (centres undefined)	1.2	-16	0.93	7	0	4	0	-1	-9
CCCCCCn1c(O)c(C=Nc2ccccc2N2CCOCC2)c(=O)[nH]c1=S	0.9	10	1.3	-33	-4	-14	-3	30	-10
CCOC(=O)c1nsnc1NCCCl	0.96	4	0.93	7	3	-19	-4	-2	-8

Carrying on:
smiles	mIAP activ	mIAP inh	hIAP activ	hIAP inh	APOBEC3A inh	NALP3 yeast inh	MIN6 prolif	SENP1 inh	APOBEC3G inh
COc1ccc(N=Cc2c(O)n(C)c(=O)[nH]c2=O)cc1	1.1	-5	1	-4	-4	6	-2	-2	-5
C[N+](C)(C)CCOC(=O)CBr	1	-4	0.96	4	-1	-18	0	-2	-1
CC(C)N1CCN(Cc2ccccc2C(F)(F)F)CC1CCO (centres undefined)	0.92	8	1	0	-3	10	-2	1	-1
CCOc1cc2c(cc1OCC)-n1cccc1C(c1ccc(OC(F)F)cc1)NC2 (centres undefined)	1	0	0.95	5	0	16	-3	-2	-5
CC(C)CCNC(=O)c1cc(C(=O)c2cc(Br)ccc2O)cn(CCC(C)C)c1=O	0.97	3	0.93	7	2	16	-4	-35	1
O=c1c2ccccc2nc(Cc2ccccc2)n1-c1cccc(O)c1	0.98	2	0.99	1	-2	11	1	-2	-7
CCCCn1c(N)c(C(=O)NCc2cccs2)c2nc3ccccc3nc21	1.2	-18	0.96	4	3	17	-6	-20	1
Clc1ccc2c(c1)C(c1ccccc1Cl)=NCc1nnc(N3CCN(CCOc4ccccc4)CC3)n1-2	0.87	13	0.89	11	-2	8	0	-8	-5
O=c1[nH]c(=S)n(-c2ccccc2)c(O)c1/C=N/N1CCOCC1	1.1	-9	1	-4	-1	11	-1	-1	-2
CCCCCCC(=O)N/N=C/c1c(O)n(C(C)CC)c(=S)[nH]c1=O (centres undefined)	0.75	25	1.3	-25	2	18	-4	-12	3
CCS(=O)(=O)NCc1nnc2n1-c1ccc(Br)cc1C(c1ccccc1Cl)=NC2	1	-3	1	-4	-2	7	2	0	-7
O=[N+]([O-])c1ccc(C2[C@H]3C(c4ccccc4)=NC4(CCCCC4)N23)cc1 (some centres undefined)	0.94	6	0.96	4	1	14	-3	7	-2
O=C(NC1CN2CCC1CC2)c1ccc(-c2ccc([N+](=O)[O-])cc2)o1 (centres undefined)	0.97	3	0.95	5	2	7	3	3	1
NC1CCc2cc(O)c(O)cc2C1 (centres undefined)	1	-1	1.1	-14	2	13	-7	0	4
O=[N+]([O-])c1ccc(N2CCCC2)cc1N/N=C1\CN2CCC1CC2	0.9	10	0.93	7	2	24	0	-2	1
C=CCc1cc(C=C2C(=O)N(C)C(=O)N(C)C2=O)cc(OCC)c1OCc1ccccc1	0.99	0	0.95	5	-2	9	-3	3	-5
COc1ccc(NS(=O)(=O)c2ccc(OCC(=O)N3CCN(C)CC3)cc2)cc1Cl	1.1	-7	0.98	2	0	7	-2	-1	-5
CC(=O)N(C)CC#CCN1CCCC(CO)C1 (centres undefined)	1	-3	0.97	3	-2	11	-3	0	-9
O=C1NC(=O)C(CCc2ccncc2)(CCc2ccccn2)C(=O)N1c1ccc(Br)cc1 (centres undefined)	1	-3	1.1	-11	0	4	1	-2	0
O=c1[nH]c(=O)n(CCc2ccccc2)c(O)c1C=NC1CC1	1.1	-5	1.1	-13	3	11	-1	-1	9
COCCCN=Cc1c(O)[nH]c(=S)[nH]c1=O	0.92	8	0.95	5	-2	10	-1	-1	-6
COc1ccc(C(=O)C2CCCN(Cc3ccc(F)cc3F)C2)cc1F (centres undefined)	1	0	0.91	10	2	22	-2	-1	-4
CN1C(C(=O)N2CCC3(CC2)OCCO3)=CC(c2ccc(F)cc2)=NS1(=O)=O	0.94	6	0.93	7	-6	4	-2	11	-6
O=c1c2ccccc2nc(Cc2ccccc2)n1-c1ccccc1	0.95	4	1	0	-5	18	-1	0	-9
Cc1ccc(-n2c(C)nc3ccccc3c2=O)c(C)c1	1.2	-22	1.1	-6	-2	-15	-2	-3	3
C[C@@H]1CC[C@@]2(NC1)O[C@H]1C[C@H]3[C@@H]4CC=C5C[C@@H](O)CC[C@]5(C)[C@H]4CC[C@]3(C)[C@H]1[C@@H]2C	1	-4	1.1	-14	-2	-2	-5	3	-8
O=C(COC(=O)c1ccc(O)cc1)Nc1ccc(Cl)cc1C(=O)c1ccccc1	0.88	12	0.94	6	-1	27	-4	1	-5
CNC(=S)NC1CC2CCCC(C1)N2CC(C)C (centres undefined)	1.1	-10	1.3	-28	-3	21	-2	0	-5
O=C(CCC(=O)N1CC2C[C@@H](C1)Cn1c2cccc1=O)NCCc1ccccc1	0.94	6	0.8	20	-3	4	2	3	-9
COC(=O)C1=C(c2ccc(F)cc2OCc2ccccc2)C[C@@H]2CC[C@H]1N2C(=O)N1CCCC1	0.96	4	1	-1	1	4	-6	2	-10
Cc1ccc(OCC(=O)N2CCN(C3CCC(c4ccccc4)CC3)CC2)cc1 (centres undefined)	0.98	2	0.95	5	-1	19	-4	0	-12
CC(=O)c1c(C)n(CCCOC(C)C)c2ccc(O)cc12	1.1	-6	1.1	-7	5	19	-3	3	2
Cc1cc(OCc2nn[nH]n2)c2c3c(c(=O)oc2c1)CCC3	0.95	5	1.2	-21	-1	-3	0	0	-5
COc1ccc(CC2C(=O)NC(=O)N(c3ccccc3)C2=O)c(OC)c1 (centres undefined)	1	-1	1.1	-5	-8	-5	-2	-2	-6
COc1ccccc1-n1c(-c2ccccc2F)nc2ccccc2c1=O	1.1	-6	1.1	-13	4	-7	-2	1	8
O=c1[nH]c(=S)n(CCC2=CCCCC2)c(O)c1C=NCc1cccnc1	0.99	1	0.98	2	3	17	-2	0	3
O=c1[nH]c(=S)n(Cc2ccc(F)cc2)c(O)c1C=NCc1ccc2c(c1)OCO2	0.94	6	1.1	-10	-2	17	-2	1	-10
CC(=O)Nc1ccc([As](=O)(O)c2ccc([N+](=O)[O-])cc2)cc1	0.97	3	0.99	1	3	-4	0	-1	-4
Cn1cc(C=C2C(=O)NC(=O)NC2=O)c2ccccc21	0.86	14	1	-2	3	4	-1	1	1
CCOCC(=O)NC1CCSC1=O (centres undefined)	1	-5	0.99	1	-4	5	-1	1	-4
CCN(CCO)c1ccc(N=Cc2c(O)n(C)c(=S)[nH]c2=O)cc1	0.9	10	1.1	-10	-2	18	-6	80	1
COCCCn1c(N)c(C(=O)NCCC(C)C)c2nc3ccccc3nc21	1.3	-28	0.92	8	-2	14	-6	-24	-6
N#CC(C#N)=NNc1ccc(S(N)(=O)=O)cc1	0.68	32	0.81	19	8	19	-1	3	6
CC(O)(CS(=O)(=O)c1cccc(C(F)(F)F)c1)C(=O)Nc1ccc(C(F)(F)F)cc1 (centres undefined)	0.96	4	1	-3	7	11	-2	4	-2
COC(=O)C1=C(c2ccccc2)C[C@@H]2CC[C@H]1N2C(=O)NCc1ccc(C(F)(F)F)cc1	1	-3	0.97	3	-2	9	-4	3	10
O=C1NC(=O)C(=Cc2ccc3c(c2)OCO3)C(=O)N1	1	-5	1	-1	3	-2	2	.	-4
COC(=O)C1=C(c2ccc(OC(F)(F)F)cc2)C[C@@H]2CC[C@H]1N2C(=O)N1CCCCC1	0.89	11	1.3	-26	-1	7	-2	1	-9
